Screens from PubChem BioAssay.
RNase H inhibition = RNase H inhibition, HIV 1 Gag Pol polyprotein, FRET biochemical assay, screening (AID 372). HIV-1 RT RNase H, FRET RNA/DNA substrate fluorescence; higher % means a stronger effect. inhibition, % at 10 µM; hits with a dose series show IC50 in µM. hit rate 0.77% among 100,000; in the data active means inhibition above about 50%
The depositor's hits bear a star. The list is partial. The share of hits here may be higher or lower than overall.

smiles,RNase H inhibition
O=C(Nc1nccs1)c1cccc(N2C(=O)c3ccccc3C2=O)c1,17%
CCN(CC)CCOc1c(C)cc(Cl)cc1Cl,0%
Ic1ccc(Nc2nc3ccccc3nc2Nc2ccc(I)cc2)cc1,34%
O=C1CC(c2ccccc2)=NN1c1cccc([N+](=O)[O-])c1,5%
Fc1ccc(-c2ccc(/C=N/c3ncn[nH]3)o2)cc1Cl,25%
O=C(NC(Nc1ccccc1)C(Cl)(Cl)Cl)c1cccs1 (stereo not drawn),2%
O=C1/C(=C\c2ccc(-c3ccc(Cl)cc3Cl)o2)SC(=S)N1c1cccc(Cl)c1,2%
CCOc1ccc(C(=O)Nc2ccc(N3CCN(C(C)=O)CC3)cc2)cc1[N+](=O)[O-],12%
COc1ccc(S(=O)(=O)N(CCc2ccccc2)CC(=O)Nc2ccccc2OC)cc1,8%
CCOC(=O)C1=C(C)N=c2s/c(=C\c3cccs3)c(=O)n2C1c1c(OC)ccc2ccccc12 (stereo not drawn),13%
O=C1ON=C(c2ccccc2)/C1=C\c1ccccc1OCc1ccc(F)cc1,0%
COC(=O)c1ccccc1NC(=O)c1cnn2c(C(F)(F)F)cc(-c3ccccc3)nc12,19%
O=C(NC(=S)Nc1ccc2oc(-c3cccc(Br)c3)nc2c1)c1ccccc1,15%
COc1cc(OC)c(OC)cc1/C=C1/C(=O)NC(=O)N(c2ccc(Cl)cc2)C1=O,4%
Cc1cc2nc3s/c(=C/c4ccc5c(c4)OCO5)c(=O)n3c2cc1C,0%
CN(C)/N=C\c1ccc(-c2ccc3c(c2)C(=O)NC3=O)o1,20%
CC(=O)c1ccc(NC(=O)c2cc(Cl)ccc2Cl)cc1,0%
COC(=O)c1cn(C(=O)c2ccc(C)c([N+](=O)[O-])c2)c2ccccc12,18%
COc1cc(NC(=O)Cn2nc(C(F)(F)F)c(Br)c2C)cc([N+](=O)[O-])c1,14%
Cc1ccc2oc(-c3cccc(NC(=O)c4sc5ccccc5c4Cl)c3C)nc2c1,8%
COc1ccc(N2C(=O)CC(NCc3ccncc3)C2=O)cc1 (stereo not drawn),9%
O=C1/C(=C/c2ccc(-c3ccc(Cl)cc3C(=O)O)o2)Sc2ccccc21,21%
Cc1nnc(NC(=O)Nc2ccccc2)s1,0%
CCOC(=O)c1cnc(-c2ccccc2)nc1NCc1ccccc1,2%
COc1ccccc1C(=O)NC(=S)Nc1cc(-c2nc3ncccc3o2)ccc1C,5%
O=C1NC(=Nc2ccccc2)S/C1=C/c1cccc(OC(=O)c2ccccc2)c1,26%
O=C(NCCO)C(=O)NC1CCCCC1,6%
Oc1ccc(C=Nc2cc(Cl)ccc2Cl)cc1,17%
COc1cc(CN2CCCC(C)C2)cc(I)c1O (stereo not drawn),17%
Cc1ccccc1N1OC2C(=O)N(c3ccccc3)C(=O)C2C1c1ccc(F)cc1 (stereo not drawn),12%
COC(=O)C1=C(C)NC2=C(C(=O)CC(c3ccccc3Cl)C2)C1c1ccccc1OC (stereo not drawn),11%
COc1ccc(CN=Cc2c(O)n(-c3ccccc3Cl)c(=O)[nH]c2=O)cc1,4%
Cc1cc(C)c(S(=O)(=O)N2CCCCC2)cc1S(=O)(=O)N1CCCCC1,0%
O=C(c1ccc([N+](=O)[O-])cc1)N1CCN(Cc2ccccc2Cl)CC1,0%
Cc1cc(C)cc(N2C(=O)NC(=O)/C(=C\c3ccc(N(C)C)cc3)C2=O)c1,19%
COc1ccc(/C=C/C(=O)c2c(O)c(OC)c3occc3c2OC)cc1,21%
O=C(CN(c1ccc(Br)cc1)S(=O)(=O)c1ccccc1)NCC1CCCO1 (stereo not drawn),6%
CC(=O)C1=C(O)C(=O)N(C)C1c1cccc([N+](=O)[O-])c1 (stereo not drawn),8%
COc1ccc(CNC(=O)c2cccc([N+](=O)[O-])c2)cc1,0%
CC1(C)CC(=O)C2=C(C1)OC(N)=C(C#N)C2c1ccc2ccccc2c1 (stereo not drawn),2%
COc1ccc(CCNC(=O)c2ccc(CN(c3ccccc3)S(=O)(=O)c3ccccc3)cc2)cc1OC,18%
O=C(NCC1CCCO1)c1ccc2c(c1)OCO2 (stereo not drawn),11%
Cc1ccc(C(=O)Nc2cccc(O)c2)cc1S(=O)(=O)N1CCCCC1,3%
O=S(=O)(N/N=C/c1ccc(OC2CSC2)cc1)c1ccccc1,10%
Cc1nc2cc(N=Cc3ccc(Br)cc3)ccc2n1C,4%
O=C(c1ccccc1)N1CCN(CCCc2ccccc2)CC1,0%
O=C(CSc1nc2ccccc2s1)c1ccc2ccccc2c1,23%
CCN(CC)c1ccc(/C=N/NC(=O)c2cc(Cl)ccc2O)c(O)c1,15%

The closing 3 entries of the section before open the next one:
smiles,RNase H inhibition
O=C(c1ccccc1)N1CCN(CCCc2ccccc2)CC1,0%
O=C(CSc1nc2ccccc2s1)c1ccc2ccccc2c1,23%
CCN(CC)c1ccc(/C=N/NC(=O)c2cc(Cl)ccc2O)c(O)c1,15%
O=c1oc2ccc([N+](=O)[O-])cc2c(SCCNc2ccccc2)c1[N+](=O)[O-],14%
CC1=C/C(=N\OC2=C(O/N=C3/C=CC(=O)C(C)=C3)C(=O)c3ccccc3C2=O)C=CC1=O,13%
O=C(O)c1cccc(S(=O)(=O)N(CCO)CCO)c1,0%
O=C1CCCC2=C1C(c1cccs1)Nc1ccc3ccccc3c12 (stereo not drawn),15%
COc1cccc(-n2c(/C=C/c3cn(C)c4ccccc34)nc3ccccc3c2=O)c1,10%
N#C/C(=C\c1ccco1)C(N)=O,9%
CC1(C)CC(=O)C(C=NCC2CCN(C(=O)Cc3ccccc3)CC2)=C(O)C1,19%
Cc1c2n(c3ccccc13)CCNC2c1ccccc1 (stereo not drawn),4%
O=C(N/N=C/c1ccc(Br)cc1)c1ccc[n+](Cc2ccccc2)c1,15%
CCn1c(CSc2nc3ccc(Br)cc3[nH]2)nc2ccccc21,21%
O=C1c2ccc(Oc3ccc4c(c3)C(=O)N(c3nccs3)C4=O)cc2C(=O)N1c1nccs1,0%
COc1ccc(C(=O)Nc2ccc3nn(-c4ccccc4)nc3c2)cc1OC,9%

A draw from above in order of molecular weight, high to low.
smiles,RNase H inhibition
O=C1c2ccc(Oc3ccc4c(c3)C(=O)N(c3nccs3)C4=O)cc2C(=O)N1c1nccs1,0%
CC1=C/C(=N\OC2=C(O/N=C3/C=CC(=O)C(C)=C3)C(=O)c3ccccc3C2=O)C=CC1=O,13%
O=C(N/N=C/c1ccc(Br)cc1)c1ccc[n+](Cc2ccccc2)c1,15%
COc1ccc(C(=O)Nc2ccc3nn(-c4ccccc4)nc3c2)cc1OC,9%

Random excerpt: five records from the list.
smiles,RNase H inhibition
O=c1oc2ccc([N+](=O)[O-])cc2c(SCCNc2ccccc2)c1[N+](=O)[O-],14%
N#C/C(=C\c1ccco1)C(N)=O,9%
Cc1c2n(c3ccccc13)CCNC2c1ccccc1 (stereo not drawn),4%
O=C(N/N=C/c1ccc(Br)cc1)c1ccc[n+](Cc2ccccc2)c1,15%
O=C(O)c1cccc(S(=O)(=O)N(CCO)CCO)c1,0%

The list goes on.
smiles,RNase H inhibition
CCOc1cc(/C=N/NC(=O)c2ccncc2)ccc1OC(=O)c1ccc([N+](=O)[O-])cc1,21%
Cn1cnnc1SCc1ccccc1[N+](=O)[O-],0%
Cc1ccc(-c2ccc(OCC(=O)Nc3ccc(S(=O)(=O)Nc4nccs4)cc3)cc2)cc1,1%
Cc1ccc(SCC(=O)Nc2ccccc2)cc1,0%
COCCOC(=O)c1ccc(NC(=O)COc2ccc(Br)cc2)cc1,12%
COc1ccc(-c2nnc(NC(=O)Nc3ccc(Cl)cc3)s2)cc1OC,10%
COc1ccc(C2CC(=O)C3=C(C2)Nc2ccccc2NC3c2cc3c(cc2[N+](=O)[O-])OCO3)cc1 (stereo not drawn),18%
COc1ccc(Cl)cc1C(=O)Nc1cc(C)ccn1,23%
CCOc1ccc2nc(Nc3nc(C)cc(-c4ccccc4)n3)nc(C)c2c1,0%
COC(=O)c1ccc(NC(=S)NC(=O)c2ccn(C)n2)cc1,3%
C=CCSc1nnc2c(n1)OC(c1ccncc1)Nc1ccccc1-2 (stereo not drawn),25%
O=C1c2ccccc2C(=O)N1Cc1nc2ccccc2c(=O)n1Cc1ccccc1,5%
Cc1ccc(C(=O)c2coc3c2C(=O)C(=O)C(Cl)=C3Cl)cc1,13%
O=C(Nc1cccc(I)c1)c1ccc2c(c1)C(=O)N(CC1CCCO1)C2=O (stereo not drawn),5%
CCOc1cccc(/C=N/N2CCN(Cc3cccc4ccccc34)CC2)c1O,14%
COc1ccc(NC(=O)CCN2C(=O)S/C(=C/c3ccc(OC)c(OC)c3)C2=O)cc1,0%
C#Cc1cccc(NC(=O)c2ccc(OC)cc2)c1,0%
O=C(O)/C=C\C(=O)OCCCC(F)(F)C(F)(F)F,0%
CN1C(=O)C(=Cc2cn(Cc3ccc(F)cc3)c3ccccc23)C(=O)N(C)C1=S,35%
CCCCOC(=O)c1ccc(NC(=O)CSc2nnc(N)s2)cc1,10%
COc1ccc(N2C(=O)C3C4C=CC(C5CC45)C3C2=O)c([N+](=O)[O-])c1 (stereo not drawn),13%
C=CCNC(=O)c1cnn(-c2ccccc2)c1NC(=O)c1ccc(C)cc1,0%
O=C(N=Nc1c(O)[nH]c2c(Br)cc(Br)cc12)c1ccccn1,17%
O=C(CC1Sc2ccccc2NC1=O)Nc1cccc(C(=O)O)c1 (stereo not drawn),7%
Oc1ccccc1C1=NOC(O)(C(F)(F)F)C1 (stereo not drawn),1%
COc1ccc(C(=O)Oc2cccc3c(OC)ccc(C=O)c23)cc1,13%
O=[N+]([O-])c1ccc(-n2ncnc2-c2ccc(F)cc2)cc1,14%
CCN(CC)C(=O)c1ccc(OC)c(OC)c1,19%
C/C(=C\C(=O)c1ccc(C)cc1)Nc1ccc(Br)c(C)c1,0%
COc1cc(/C=C2\SC(=S)N(C(C(=O)O)C(C)C)C2=O)cc(OC)c1O (stereo not drawn),34%
COc1cccc2c(Cl)cc(C)nc12,11%
COc1ccc(C(NC(=O)Cc2ccccc2)c2ccc3cccnc3c2O)cc1 (stereo not drawn),10%
CCOC(=O)C1=C(C)N(c2ccc(OCC)cc2)C(=O)/C1=C\c1ccco1,13%
O=C1/C(=C\c2ccccc2OS(=O)(=O)c2ccccc2[N+](=O)[O-])SC(=S)N1Cc1ccccc1,11%
O=S(=O)(N/N=C/c1c[nH]c2ccccc12)c1ccc(Br)cc1,14%
Nc1nc2ccccc2n1CCOc1ccc(Br)cc1,18%
C=CCc1ccc(OCCCCOc2cccc(Br)c2)c(OC)c1,21%
CCC(=O)Oc1cc2oc(=O)c(CC)c(C)c2cc1CC,3%
O=C(/C=C/c1ccc(Cl)cc1)Nc1ccc(OC(F)(F)F)cc1,0%
CCOc1cccc(NC(=O)/C(C#N)=C\c2ccc(C(=O)OC)cc2)c1,0%
COc1ccc(N2C(=O)/C(=C/c3ccc(OC(=O)C45CC6CC(CC(C6)C4)C5)c(OC)c3)SC2=S)cc1,12%
CCOc1cc(C2C(C(=O)OCC3CCCO3)=C(C)NC3=C2C(=O)CCC3)cc(Br)c1O (stereo not drawn),5%
CCCC(C)C(=O)Nc1c(C)cccc1C (stereo not drawn),4%
CCC(=O)Nc1ccc2c(c1)N(C(C)=O)c1ccccc1CC2,7%
CCn1c(SC)nc2sc3c(c2c1=O)CCCC3,7%
Cc1cc(C)c(S(=O)(=O)N2CCCc3ccccc32)c(C)c1,3%
O=C(NCC1(c2ccccc2)CCCC1)c1ccc(F)cc1,9%
COc1ccc(CNC(=O)COc2cc(C)c(Cl)c(C)c2)cc1,20%
Cc1ccc(Sc2nc3ccccc3cc2C=Nc2ccc(Br)cc2)cc1,19%
CCOP(C)(=O)CN1CCCC1C(=O)OC (stereo not drawn),0%
CCN(CC)C(=O)C1CN(S(=O)(=O)c2ccccc2)CCN1S(=O)(=O)c1ccccc1 (stereo not drawn),54%*
O=C(Cc1ccc([N+](=O)[O-])cc1)NNC(=O)c1ccccc1,0%
C/C(=N/NC(=O)c1cccnc1)c1ccccn1,10%
COc1cc(CNCc2ccccc2[N+](=O)[O-])cc(OC)c1,0%
COc1ccccc1C(=O)N1CCN(c2ccc(F)cc2)CC1,6%
O=C(Nc1cccc(-c2nc3ncccc3o2)c1)c1cc([N+](=O)[O-])ccc1Cl,21%
Nc1cccc(Oc2ccc(C(c3ccc(Oc4cccc(N)c4)cc3)(C(F)(F)F)C(F)(F)F)cc2)c1,8%
CCc1ccc(NC(=O)CSc2ccccn2)cc1,4%
O=C(CSCC(=O)c1ccc(F)cc1)Nc1ccc2ccccc2c1,0%
Clc1ccc(N=Cc2cccc(OCc3ccccc3)c2)cc1Cl,0%

Other results follow:
smiles,RNase H inhibition
CCOc1ccc(-c2csc(N)c2C(=O)OC)cc1,26%
COc1ccc2c(c1OC)C(=O)N(c1cccc(/C=C/C(=O)O)c1)C2,3%
CCN(CC)c1ccc(/C=N/N2CCN(Cc3ccc(Cl)cc3)CC2)c(O)c1,24%
COc1ccc(N2C(=O)/C(=C\N3CCCCC3)c3ccccc3C2=O)cc1,4%
O=C(N/N=C\c1ccccc1C(F)(F)F)c1n[nH]c2c1CCCC2,0%
CCOC(=O)CSCCOc1ccc(C=C2C(=O)NC(=S)NC2=O)cc1OC,6%
